# Source: PubChem
# CHO-K1 Ca antag – counter-screen for M1 antagonists: effect in parental CHO-K1 cells; ATP-induced calcium, Fluo-8 fluorescence; inhibition, % at 3 µM; 360,000 tested, 0.6% active; AID 602250;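 active = inhibition above a per-plate cutoff, the plate's mean sample inhibition plus 3 SD, cut at about 24% in these data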;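 note: 0% = DMSO plus EC80 ATP and 100% = DMSO alone without ATP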
# CHRM5 antagonist – human M5 muscarinic receptor antagonists, primary screen, CHO cells, Fluo-8 calcium fluorescence. Muscarinic acetylcholine receptor M5 (Homo sapiens), P08912. CHO-hM5 cells, ACh EC80. inhibition, % at 3 µM. 360,000 tested, 0.59% active. AID 624040, 2012;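 active = inhibition above a per-plate cutoff, the mean of that plate's test compounds plus 3 SD, cut at about 27% in these data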;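 note: 0% = acetylcholine EC80 with DMSO and 100% = DMSO without agonist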
# Target sequence (P08912 whole entry, looked up): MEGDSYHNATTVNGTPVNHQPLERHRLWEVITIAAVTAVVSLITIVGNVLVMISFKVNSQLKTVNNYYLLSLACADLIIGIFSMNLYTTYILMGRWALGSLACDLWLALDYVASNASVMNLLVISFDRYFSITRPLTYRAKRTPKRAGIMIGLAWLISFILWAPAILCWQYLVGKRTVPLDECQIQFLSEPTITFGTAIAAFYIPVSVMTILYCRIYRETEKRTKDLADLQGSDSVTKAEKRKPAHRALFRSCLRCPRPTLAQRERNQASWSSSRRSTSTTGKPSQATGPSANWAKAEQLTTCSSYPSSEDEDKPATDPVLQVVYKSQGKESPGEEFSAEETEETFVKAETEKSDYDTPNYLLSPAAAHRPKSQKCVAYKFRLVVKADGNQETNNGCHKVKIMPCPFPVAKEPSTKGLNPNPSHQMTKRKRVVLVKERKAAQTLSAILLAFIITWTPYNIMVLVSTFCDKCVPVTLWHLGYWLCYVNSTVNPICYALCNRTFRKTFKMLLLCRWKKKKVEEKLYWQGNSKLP
# CHO-K1 Ca PAM – nonselective calcium activators in parental CHO-K1 cells, primary screen, counter-screen for M1 PAM project, cell-based, Fluo-8 calcium fluorescence, full deck, 1536-well; activation, % at 3 µM; ATP EC20; 0% at ATP EC20, 100% at ATP max; 360,000 tested, 0.02% active;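 active = activation above the run cutoff, the mean activation of all test compounds plus 3 SD, cut at about 40% in these data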;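 note: peak over basal fluorescence ratio in a 140 s read after ATP addition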
# CHRM4 antagonist – human M4 muscarinic receptor antagonists, primary screen, CHO cells, Fluo-8 calcium fluorescence | CHO-hM4 cells, ACh EC80 | 360,000 tested, 0.73% active | inhibition, % at 3 µM | Muscarinic acetylcholine receptor M4 (Homo sapiens), P08173;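 active = inhibition above its plate's cutoff, the mean inhibition of sample wells plus 3 SD, cut at about 27% in these data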;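 note: 0% = acetylcholine EC80 with DMSO and 100% = DMSO without agonist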
# Target sequence (P08173 whole entry, looked up): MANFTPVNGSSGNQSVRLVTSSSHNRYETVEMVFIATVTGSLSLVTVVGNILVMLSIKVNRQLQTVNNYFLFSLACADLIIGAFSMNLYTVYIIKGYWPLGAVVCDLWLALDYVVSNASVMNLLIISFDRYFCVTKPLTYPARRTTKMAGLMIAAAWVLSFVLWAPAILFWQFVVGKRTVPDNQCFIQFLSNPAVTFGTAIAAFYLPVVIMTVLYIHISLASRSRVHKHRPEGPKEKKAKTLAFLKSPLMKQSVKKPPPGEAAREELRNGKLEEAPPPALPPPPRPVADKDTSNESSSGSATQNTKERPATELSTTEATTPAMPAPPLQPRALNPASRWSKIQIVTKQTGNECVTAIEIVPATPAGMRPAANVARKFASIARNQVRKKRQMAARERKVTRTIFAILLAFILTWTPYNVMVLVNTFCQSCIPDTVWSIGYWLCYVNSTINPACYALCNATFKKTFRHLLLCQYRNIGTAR
# M5 PAM – human M5 muscarinic receptor positive allosteric modulators, primary screen, CHO-K1 cells, Fluo-8 calcium fluorescence. Muscarinic acetylcholine receptor M5 (Homo sapiens), P08912. activation, % at 3 µM. 360,000 tested, 0.3% active. CHO-K1 hM5, ACh EC20 PAM; 0% = ACh EC20, 100% = ACh EC100;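 active = activation above the run cutoff, the mean activation of all test compounds plus 3 SD, cut at about 18% in these data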
#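 system = human M5 receptor in CHO-K1 cells | reagent = EC20 acetylcholine as agonist stimulus | compound dosing = single-point, 3 µM nominal | incubation = Fluo-8 loading 80 min at 37 °C plus 30 min room temperature | detection = Fluo-8 calcium dye fluorescence, kinetic read | benchmarks = low control EC20 acetylcholine (0%), high control EC100 acetylcholine (100%)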
# M1 ag parental – counter-screen for M1 agonists: effect in parental CHO-K1 cells; Fluo-8 calcium fluorescence; scaled to maximal ATP response, vehicle zero; AID 602248, 2012; 360,000 tested, 0.48% active; activation, % at 3 µM; in the data active = activation above about 15%;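 note: untransfected CHO-K1 host cells lacking M1 receptor as counterscreen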
# M4 ag – human M4 muscarinic receptor agonists, primary screen, CHO-K1 cells, Fluo-8 calcium fluorescence | Muscarinic acetylcholine receptor M4 (Homo sapiens), P08173 | CHO-K1 hM4/Gqi5; vehicle 0%, full acetylcholine response 100% | activation, % at 3 µM | 360,000 tested, 0.14% active | AID 624127, 2012;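 active = activation above the run mean over all test wells plus 3 SD, cut at about 32% in these data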;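 note: peak over basal fluorescence ratio per well then scaled between controls; 0% = DMSO wells and 100% = acetylcholine at EC100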
# M5 ag – human M5 muscarinic receptor agonists, primary screen, CHO-K1 cells, Fluo-8 calcium fluorescence | CHO-K1 hM5 cells; 0% DMSO wells, 100% maximal acetylcholine response | AID 624037, 2012 | Muscarinic acetylcholine receptor M5 (Homo sapiens), P08912 | 360,000 tested, 0.19% active | activation, % at 3 µM;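 active = activation above the run's mean over test compounds plus 3 SD, cut at about 23% in these data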;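 note: signal is peak over basal fluorescence ratio across the kinetic read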
# CHRM4 PAM – human M4 muscarinic receptor positive allosteric modulators, primary screen, CHO-K1 cells, Fluo-8 calcium fluorescence; Muscarinic acetylcholine receptor M4 (Homo sapiens), P08173; activation, % at 3 µM; 360,000 tested, 0.4% active; AID 624126, 2012; CHO-K1 hM4/Gqi5, ACh EC20; 0% = ACh EC20, 100% = maximal ACh;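 active = activation above its plate's cutoff, the mean activation of sample wells plus 3 SD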; note: some results filed as inactive read as strong as hits
# Numbers without * were called inactive.
SMILES,CHO-K1 Ca antag,CHRM5 antagonist,CHO-K1 Ca PAM,CHRM4 antagonist,M5 PAM,M1 ag parental,M4 ag,M5 ag,CHRM4 PAM
CCCc1cc(=O)[nH]c(SCC(=O)Nc2c(C)cccc2C)n1,-10,1,19,10,0,0.5,1,-3,-4
O=C(Nc1ccccc1)c1cc2ccccc2c(=O)s1,2,12,12,-1,-10,2.6,9,3,-4
CCOC(=O)Cc1csc(NC(=O)c2ccc(C)c(S(=O)(=O)N3CCOCC3)c2)n1,-13,1,6,-13,-12,4.9,15,7,8
O=C(Nc1ccccc1-c1nc2ccccc2s1)c1ccc(Br)o1,-13,7,6,3,-7,-0.4,0,3,-2
O=C(O)c1cccc(NC(=S)NC(NC(=O)c2cccc([N+](=O)[O-])c2)C(Cl)(Cl)Cl)c1 (centres undefined),-6,5,19,-7,4,0.6,0,-4,7
CC(C)C(=O)Nc1ncc(Cc2cccc(Cl)c2)s1,-15,0,31,-19,12,1.7,8,1,7
COc1ccc(CC(=O)Nc2ccccc2N2CCCC2)cc1,2,9,-10,-1,-7,0.4,1,-3,-2
CC1CCCCN1C(=O)Cn1c(=O)n(-c2ccc(F)cc2)c(=O)c2sccc21 (centres undefined),-4,14,18,8,1,0.0,-1,-2,-1
O=C(NCc1ccccc1)NC(=O)c1ccccc1,-8,-1,18,-6,2,1.3,1,1,16
O=C(COC(=O)/C=C/c1ccccc1[N+](=O)[O-])Nc1ccc2[nH]c(=O)[nH]c2c1,-8,9,5,-2,-5,0.1,1,1,-1
CCOc1ccccc1Nc1nnc(SCC(=O)NCC2CCCO2)s1 (centres undefined),2,-12,5,-7,3,0.5,2,1,1
COc1ccccc1N=Nc1ccc(O)c2ncccc12,-4,-2,11,-1,-1,3.1,13,0,-3
Cc1c(Cc2ccccc2)c(NCCN(C)C)n2c(nc3ccccc32)c1C#N,-4,-14,11,-8,14,0.7,3,-3,-10
CCC(C)[C@H](N)c1cn([C@@H](CCCCN)C(=O)N2CCNCC2)nn1 (some centres undefined),-9,7,8,-3,-8,-0.5,-1,2,5
Cc1ccc(NC(=S)N2CCN(Cc3ccccc3)CC2)cc1,4,-4,9,-6,-5,0.2,2,-5,10
COC(=O)c1ccc(N=C2S/C(=C\c3cc(C)n(-c4cccnc4)c3C)C(=O)N2C)cc1,-4,0,10,2,1,0.2,1,-3,0
COc1ccccc1N(C(=O)CN1C(=O)c2ccccc2S1(=O)=O)C(C(=O)NCC1CCCO1)c1ccc(F)cc1 (centres undefined),1,8,8,-2,4,0.6,2,-5,-6
COc1ccccc1OCCSc1nnc(C)n1-c1ccccc1,-4,11,13,-1,-7,0.2,-1,-1,0
CN(c1ccc(OCC(=O)OCC(=O)Nc2ccc(F)cc2)cc1)S(=O)(=O)c1ccc(Cl)cc1,4,8,6,7,-14,11,13,7,-20
CCCN(CCC)Cc1c(C(=O)N/N=C/CCc2ccccc2)nnn1-c1nonc1N,-13,14,-8,6,-2,0.1,0,-4,-7
CSc1ncccc1C(=O)NCCc1ccccc1F,-4,0,0,6,3,0.2,1,-6,-6
N#CCCN1CCN(S(=O)(=O)c2ccc(S(=O)(=O)NC3CC3)cc2)CC1,-1,1,9,9,-4,0.1,1,1,-3
Cc1ccc(NC(=O)COC(=O)CNC(=O)C2CCCCC2)c(Br)c1,-16,-17,22,-9,-2,-1.2,1,-2,3
O=C(O)CCc1nc2ccccc2c(=O)[nH]1,-6,8,10,2,-2,0.6,0,0,2
COc1ccc(NC(=O)/C=C/c2cccc(F)c2)cn1,-13,-4,9,0,0,3.0,4,1,3

# Whole records from above. Order of screens: CHO-K1 Ca antag, CHRM5 antagonist, CHO-K1 Ca PAM, CHRM4 antagonist, M5 PAM, M1 ag parental, M4 ag, M5 ag, CHRM4 PAM
# Record of Cc1ccc(NC(=S)N2CCN(Cc3ccccc3)CC2)cc1 → 4, -4, 9, -6, -5, 0.2, 2, -5, 10
# Record of O=C(O)c1cccc(NC(=S)NC(NC(=O)c2cccc([N+](=O)[O-])c2)C(Cl)(Cl)Cl)c1 (centres undefined) → -6, 5, 19, -7, 4, 0.6, 0, -4, 7
# Record of COc1ccccc1N(C(=O)CN1C(=O)c2ccccc2S1(=O)=O)C(C(=O)NCC1CCCO1)c1ccc(F)cc1 (centres undefined) → 1, 8, 8, -2, 4, 0.6, 2, -5, -6
# Record of CN(c1ccc(OCC(=O)OCC(=O)Nc2ccc(F)cc2)cc1)S(=O)(=O)c1ccc(Cl)cc1 → 4, 8, 6, 7, -14, 11, 13, 7, -20

# (listing goes on)
SMILES,CHO-K1 Ca antag,CHRM5 antagonist,CHO-K1 Ca PAM,CHRM4 antagonist,M5 PAM,M1 ag parental,M4 ag,M5 ag,CHRM4 PAM
CCn1c(SCC(=O)c2ccc(NS(=O)(=O)c3ccccc3)cc2)nnc1-c1cccs1,24*,10,-5,-20,-10,-0.1,2,-1,6
CC(=O)Nc1ccc(S(=O)(=O)NC(C)(C#N)C2CC2)cc1 (centres undefined),-17,7,12,4,-2,1.2,1,-2,1
CCOCCCNC(=O)Cn1cc2c(n1)CCCC2,-2,-4,13,-1,1,0.8,2,0,0
COc1ccc(C(=O)OCC(O)COC(=O)c2ccc(OC)cc2)cc1,2,5,8,9,3,7.2,1,2,-1
CNc1oc(Cc2cccc3ccccc23)nc1C#N,-20,-1,8,-9,-1,0.8,1,-1,1
Cc1ccc2c(c1)nnn2C1CCN(C(=O)c2ccccc2F)CC1,-13,13,17,-1,-4,-0.2,1,-2,10
CCSc1ccccc1C(=O)NCc1ccco1,-6,-6,20,9,3,0.2,1,-3,-3
O=C(NCc1cccnc1)C1CCCN(S(=O)(=O)c2ccccc2)C1 (centres undefined),3,-2,2,5,-1,0.5,0,-1,10
COc1cc(C(=O)OCC(=O)NC2CCCCCC2)ccc1OCC(C)C,14,4,-21,0,-11,0.2,1,3,-4
Cc1noc(C)c1CSCC(=O)Nc1cccc(C(F)(F)F)c1,4,9,4,1,-17,2.3,11,-2,-3
Cc1cc(OCCSc2nnc(-c3cccs3)n2C)ccc1Cl,-16,-17,11,-16,11,1.7,5,-3,-2
OCCn1c(-c2ccc(F)cc2)csc1=Nc1ccccc1,-12,-7,21,-9,-1,2.5,2,-1,8
Cc1ccc2c(c1)cc(C)c1nnc(SCC(=O)NCc3ccco3)n12,-19,-6,6,6,8,0.1,0,-1,1
Cc1ccc(-n2c(SCC(=O)Nc3ccc(N4CCOCC4)cc3)nc3ccccc3c2=O)cc1,-12,-1,19,1,-3,0.0,0,1,-2
O=C(CSc1ccc(F)cc1)NCCc1ccc(Cl)cc1,0,6,16,9,0,2.8,0,-2,-4
Cn1cc(Br)c(C(=O)NNC(=O)Cc2ccc(Cl)cc2)n1,-13,19,0,-11,-8,1.2,2,-2,0
O=[N+]([O-])c1ccc(CSc2nnc(-c3cnccn3)o2)cc1,0,7,-3,0,-3,0.2,1,-1,-3
CC1=C(C(=O)OCc2ccccc2)C(c2ccccc2)NC(=O)N1CCCCCC(=O)O (centres undefined),-28,-2,33,-3,-1,-0.1,1,2,12
CC(=O)NCCc1c[nH]c2ccc(O)cc12,-3,-3,14,-6,0,0.5,0,-1,-6
O=C(COC(=O)c1c2c(nc3ccccc13)/C(=C/c1ccco1)CC2)NC1CCCC1,-9,5,14,5,0,1.3,3,1,0
COc1cccc(N(CC(=O)Nc2cccc(F)c2)S(C)(=O)=O)c1,-5,2,12,5,-8,1.0,2,2,-3
S=C(NN=C1CCCCCC1)Nc1ccc(Cl)cc1,-4,11,6,0,-4,0.3,0,0,-3
COc1ccccc1-c1oc2ccccc2c1-c1ccc2c(c1)OCO2,-10,4,0,9,5,0.4,-1,1,-4
CCOCCOC(=O)C1=C(C)N(C)C(=O)NC1c1ccccc1F (centres undefined),-9,-2,19,7,4,2.5,1,-1,9
COC(=O)c1ccc(NC(=S)NC2CCCCC2C)cc1 (centres undefined),10,29*,-14,-5,-19,13,12,8,-9

# (cont.)
SMILES,CHO-K1 Ca antag,CHRM5 antagonist,CHO-K1 Ca PAM,CHRM4 antagonist,M5 PAM,M1 ag parental,M4 ag,M5 ag,CHRM4 PAM
Cn1c(=O)cc(OCCCC(=O)NCc2cccnc2)c2ccccc21,5,-11,5,-4,2,-0.1,1,5,-1
COc1cccc(CN2CC(C(=O)N3CCCC3)CCC2=O)c1 (centres undefined),9,23,-5,21,-8,0.0,-1,-6,1
CC1(C2CC2)NC(=O)N(CC(=O)Nc2ccc(OC(F)F)cc2)C1=O (centres undefined),-7,-2,11,-2,0,0.0,0,0,-6
CCOC(=O)N1CCc2c(sc3c2c(=O)n(Cc2ccccc2)c(=O)n3Cc2ccccc2F)C1,4,0,8,-12,4,0.1,1,2,6
CC(=O)OCC1OC(OC2C[C@]3(C)C(CC(O)C4C([C@](C)(CCC=C(C)C)OC5OC(CO)C(O)C(O)C5O)CC[C@]43C)[C@@]3(C)CCC(O)C(C)(C)C23)C(O[C@@H]2OC(C)C(O)C(O)C2O)C(O)C1O (some centres undefined),8,11,-14,-14,-10,-0.4,4,1,3
COc1ccccc1S(=O)(=O)N(C)C[C@H]1OCc2cnnn2CCCC(=O)N([C@H](C)CO)C[C@@H]1C,-9,-2,18,7,2,0.4,0,0,1
CCOc1ccc(NC(=O)CN(C)C(=O)c2ccc3nc(CC)c(CC)nc3c2)cc1OCC,9,-1,-4,-10,-2,8.1,0,1,2
CN(C)C(=O)CCc1ccc2c3c([nH]c2c1)[C@]1(CCc2ccccc2)[C@@H](C(=O)N2CCCCC2)C[C@H](CC(=O)NC(C)(C)C)C(=O)N1CC3,-5,6,13,5,0,-0.1,0,-1,1
CC1CCCC(NC(=O)COC(=O)/C=C/c2ccc(F)cc2)C1C (centres undefined),-18,17,13,8,-5,0.0,1,-1,11
O=C(O)C1C2CCC(C2)C1C(=O)N1CCCC1 (centres undefined),1,4,9,-7,3,-0.1,0,1,-5
Cc1ccc(C)c(Sc2ccc(S(=O)(=O)Nc3ccc(C(=O)O)cc3)cc2)c1,-15,5,13,9,0,4.0,6,5,0
O=C(CSc1nnc(Cc2ccccc2)n1-c1cccc(Cl)c1)NNC(=O)Cc1ccccc1,4,5,13,-3,0,1.1,1,-1,3
CN(C(=O)COC(=O)c1ccccc1Nc1ccccc1)c1c(N)n(Cc2ccccc2)c(=O)[nH]c1=O,-8,0,14,-17,-1,1.4,1,-4,3
CCN1CCN(c2ccc(N=Cc3ccccc3O)cc2)CC1,-9,5,11,4,-5,0.4,1,-9,-5
COCCN(C(=O)COC(=O)CCc1ccccc1OC)c1c(N)n(Cc2ccccc2)c(=O)[nH]c1=O,-7,2,15,-19,4,0.4,1,-4,7
COc1cccc2c(C)nc(Nc3nc(CSc4nnc(C)s4)cc(=O)[nH]3)nc12,-8,4,7,-4,2,0.3,1,-6,5
O=C(OCc1nnc(-c2ccccc2)o1)c1cc(S(=O)(=O)N2CCOCC2)ccc1F,-6,-1,16,-6,-4,11,5,3,5
Cc1ccc(/C=N/NC(=O)Cn2cnc3ccccc32)o1,0,1,-6,-7,-1,0.2,1,1,5
